Source: PubChem (The Scripps Research Institute Molecular Screening Center)
MITF inh: blocks human microphthalmia-associated transcription factor; O75030; AlphaScreen MITF homodimerization, bead proximity signal; inhibition, % at 2.6 µM; 650,000 compounds, 0.91% hits; AID 1259374; in the data active = inhibition above about 50%;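 note: 0% = vehicle wells with protein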
FBW7 activator: activators of human E3 ligase FBW7; AlphaScreen FBW7–phospho-cyclin E peptide binding, activator screen; normalized activity (activation), % at 26.1 µM; 650,000 compounds, 0.13% hits; in the data active = normalized activity above about 1.9%;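 note: purified mutant Fbw7 with reduced substrate affinity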
Target sequence (Q969H0 whole entry, looked up): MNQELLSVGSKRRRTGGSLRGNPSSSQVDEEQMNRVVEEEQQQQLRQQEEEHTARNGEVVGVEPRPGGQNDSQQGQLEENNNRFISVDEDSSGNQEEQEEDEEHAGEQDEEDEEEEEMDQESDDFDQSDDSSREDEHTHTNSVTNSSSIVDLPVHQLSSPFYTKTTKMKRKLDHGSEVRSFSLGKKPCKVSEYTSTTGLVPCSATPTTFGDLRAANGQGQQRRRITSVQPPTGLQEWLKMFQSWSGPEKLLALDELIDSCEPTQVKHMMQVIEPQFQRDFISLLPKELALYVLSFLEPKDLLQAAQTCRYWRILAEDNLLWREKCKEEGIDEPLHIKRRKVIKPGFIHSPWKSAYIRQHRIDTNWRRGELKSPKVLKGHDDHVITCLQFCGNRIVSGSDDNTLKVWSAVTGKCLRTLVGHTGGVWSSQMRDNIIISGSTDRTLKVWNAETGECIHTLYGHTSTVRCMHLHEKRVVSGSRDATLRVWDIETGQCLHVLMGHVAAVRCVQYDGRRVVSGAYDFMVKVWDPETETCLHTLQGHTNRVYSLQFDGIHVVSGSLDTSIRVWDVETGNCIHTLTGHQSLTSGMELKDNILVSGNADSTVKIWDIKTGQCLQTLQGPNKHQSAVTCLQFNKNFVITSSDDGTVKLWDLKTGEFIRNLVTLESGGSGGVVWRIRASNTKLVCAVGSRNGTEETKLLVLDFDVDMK
GPR151 activ: activates the human receptor GPR151; PathHunter beta-arrestin GPR151 cells, luminescence; 650,000 compounds, 1% hits; activation, % at 11.2 µM; in the data active = activation above about 4.9%;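 note: 0% = median of compound wells and 100% = cells with positive control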
Target sequence (Q8TDV0 whole entry, looked up): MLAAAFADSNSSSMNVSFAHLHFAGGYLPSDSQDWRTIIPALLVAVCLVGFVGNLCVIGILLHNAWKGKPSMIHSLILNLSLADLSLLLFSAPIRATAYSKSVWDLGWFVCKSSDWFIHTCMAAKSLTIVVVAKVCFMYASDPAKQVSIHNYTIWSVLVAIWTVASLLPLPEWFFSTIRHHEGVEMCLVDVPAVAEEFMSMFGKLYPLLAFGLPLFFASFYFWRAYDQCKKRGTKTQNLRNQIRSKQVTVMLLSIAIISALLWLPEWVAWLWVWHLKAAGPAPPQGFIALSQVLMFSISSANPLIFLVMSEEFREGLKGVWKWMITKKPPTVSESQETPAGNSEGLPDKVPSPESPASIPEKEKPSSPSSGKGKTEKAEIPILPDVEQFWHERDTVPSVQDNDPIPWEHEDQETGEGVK
TEAD-YAP block: TEAD-YAP interaction inhibition. inhibition, % at 9.12 µM. HEK-TIYL cells, TEAD-Gal4/YAP UAS-luciferase luminescence. 640,000 compounds, 1.4% hits; in the data active = inhibition above about 32%;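 note: 0% = median of test compound wells and 100% = reference inhibitor wells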
Numbers without * were called inactive; . = no result given; & = joins results of further samples.

Molecule | GPR151 activ | FBW7 activator | MITF inh | TEAD-YAP block
Cc1ccc(S(=O)(=O)N(C)CC(=O)Nc2ncc(C(F)(F)F)cc2Cl)cc1 | 2.2 | -0.2 | 8 | 7
COc1ccc(/C=N/NC(=O)c2ccccc2NC(=O)c2ccc(F)cc2)c(OC)c1 | -0.7 | 0.1 | 10 | 11
CN(C)C(=O)c1c(NC(=O)c2ccccc2F)sc2c1CCCCC2 | 0.4 | 0.0 | -9 | -2
COc1ccc(CN2CCCC(O)C2)cc1OC (centres undefined) | 0.6 | 0.5 | 45 | 11
Cc1ccc(C(=O)Nc2ccc(S(=O)(=O)N3CCCC3)cc2)cc1 | -0.5 | 1.3 | 16 | -20
O=C1C2C3C=CC(C4CC34)C2C(=O)N1c1ccccc1Br (centres undefined) | -0.6 | -0.1 | -2 | -11
O=C(CSc1nc2ccccc2c(=O)n1Nc1ccnc2cc(Cl)ccc12)c1ccc(F)cc1 | 0.7 | -0.1 | -2 | 1
CC(NC(=O)C(C(=O)c1cccc([N+](=O)[O-])c1)n1cc(Cl)ccc1=O)c1ccccc1 (centres undefined) | -0.9 | 0.6 | 14 | 7
COc1ccc2nc3sc(C(=O)Nc4ccc5c(c4)OCCO5)cc3cc2c1 | 0.0 | 0.0 | -7 | -11
O=C(CN1C(=O)c2ccccc2C1=O)NCC(=O)OCc1ccccc1Cl | 0.7 | -0.1 | -1 | 2
COc1ccccc1/C=C/C1=NC(=C\c2cccc([N+](=O)[O-])c2)/C(=O)O1 | 1.6 | 0.0 | 2 | 8
CC(=O)N/N=C/c1ccc(OC(C)C)cc1 | 0.3 | 0.0 | -6 | -19
O=C(CCC1CCCC1)NCC1CCC2(CCN(C(=O)c3ccoc3)CC2)O1 (centres undefined) | -1.1 | 0.0 | -8 | -10
CCN(CC)CCN(C)Cc1ccc(F)c(F)c1 | 0.4 | -0.1 | 43 | -12
Cc1cc(C)cc(C(=O)/C=C2\NC(=O)CS2)c1 | -1.5 | 0.0 | 12 | 4
COc1ccc(CCNc2nc(NCCCN3CCCC3=O)ncc2C)cc1 | 0.8 | 0.3 | 22 | 2
COc1ccc(N=c2scc(-c3ccc(I)cc3)n2CCO)cc1 | 0.9 | 0.0 | 18 | -8
COc1cc(C(=O)Nc2cc(-c3nc4cc(C)cc(C)c4o3)ccc2C)cc(OC)c1OC | -0.7 | -0.1 | 2 | -11
CC(C)c1ccc(C(=O)CC(C(=O)O)N2CCN(C)CC2)cc1 (centres undefined) | 1.0 | -0.2 | -1 | 8
COc1ccccc1Cn1c(=O)c2cccnc2n(CC(N)=O)c1=O | 1.0 | 0.5 | 2 | 3
COc1ccc(N2C(=O)CSC2c2cccc(F)c2)cc1 (centres undefined) | 0.2 | 0.0 | 0 | 1
COc1ccccc1CNC(=O)C1CCCN1S(=O)(=O)c1cccc2nsnc12 (centres undefined) | 0.5 | 0.6 | 5 | -4
CC1([N+](=O)[O-])COC(c2ccccc2)OC1 (centres undefined) | 1.2 | 0.2 | -3 | -5
O=C(Nc1ccccc1NC(=O)c1ncoc1-c1cccc(Cl)c1)c1ccccn1 | -1.1 | -0.1 | 29 | -1
Cn1c(=O)n(C)c2cc(/C=C(\C#N)c3nc4ccccc4s3)ccc21 | -0.1 | 0.9 | 1 | -3
O=C(O)[C@@H]1C[C@@H](C(=O)O)N1 | -1.6&2.7 | -0.2&0.1 | 13&26 | -2
COc1ccc(-c2onc3ccc(Cl)cc23)cc1OC | -0.6 | 0.4 | 6 | -3
Cc1ccc2c(nc3s/c(=C/c4ccccc4Br)c(=O)n32)c1C | -2.2 | 0.0 | 10 | -1
CNC(=O)[C@@H]1C[C@@H](NCc2ccc(C(=O)OC)cc2)CN1Cc1cccc(Cl)c1 | -0.1 | 0.1 | 10 | 1
CCOC(=O)c1oc2ccccc2c1NC(=O)Cc1ccccc1 | 0.2 | 0.7 | 0 | -9
CCOc1cc(C2C(C(=O)OC)=C(C)NC3=C2C(=O)c2ccccc23)c(Cl)cc1OC (centres undefined) | -1.9 | -0.3 | 5 | -8
c1ccc(-c2nnn(C(c3ccccc3)(c3ccccc3)c3ccccc3)n2)cc1 | 0.2 | 0.1 | 5 | -4
Cc1ccc2c(c1)C(c1ccc(F)cc1)N(C(=O)Cc1ccccc1)CC(=O)N2 (centres undefined) | -0.1 | 0.0 | 14 | 7
O=C1C2C3C=CC(C3=C3C4CC5CC(C4)CC3C5)C2C(=O)N1c1cc(Cl)cc(Cl)c1 (centres undefined) | 0.2 | 0.1 | -3 | -5
CN(C)CCCN(CCCN(C)C)Cc1ccc(F)c(F)c1 | -0.2 | 0.0 | 56* | -1
CCCn1c(CCC(=O)NCc2ccccc2OC)nc2cccnc21 | 1.0 | 0.1 | 5 | -1
Cc1cccn2c(=O)c3cc(C(=O)NC4CCCC4)c(=N)n(Cc4ccncc4)c3nc12 | -1.0 | -0.1 | 7 | -3
CCCCN(C)CCNC(=O)CCn1nc(-c2ccc(Cl)cc2)ccc1=O | -1.1 | -0.2 | -8 | -2
Cc1cc(Cl)ccc1NC(=O)CN(Cc1ccccc1)S(=O)(=O)c1ccccc1 | 0.2 | 0.5 | -9 | 3
Cn1c(=O)[nH]c(=O)c2c1nc(NN)n2CC(O)COc1ccc(Cl)cc1Cl (centres undefined) | -0.1 | 0.0 | -10 | 3
N#C/C(=C\c1ccco1)C(=O)Nc1ccc(C(F)(F)F)cc1 | -0.4 | 0.0 | 4 | -27
CCc1c(C)sc(NC(=O)C2CC(c3cc(Cl)c(OC)cc3OC)=NO2)c1C#N (centres undefined) | -0.9 | -0.2 | -5 | 11
COc1ccc(N2CCN(C(=O)Cn3c(=O)[nH]c4ccccc4c3=O)CC2)cc1 | -0.7 | 0.4 | 2 | 13
Cc1nnc2sc(-c3cccc(NC(=O)c4ccc(-c5ccccc5[N+](=O)[O-])o4)c3)nn12 | -0.2 | -0.2 | -15 | -7
COc1cc2c(cc1OC)C(C)N(C(=O)c1ccccc1[N+](=O)[O-])CC2 (centres undefined) | 0.6 | 0.2 | -6 | 10
CCOc1ccc2nc(NC(=O)CCNS(=O)(=O)c3cccc4nonc34)sc2c1 | -0.3 | 0.0 | 6 | -25
CC(=O)c1ccc(N2CCN(c3ccc([N+](=O)[O-])cc3Cl)CC2)cc1 | -1.1 | 0.1 | 1 | -3
CCCCNCCCOc1cccc(OC)c1 | -0.1 | 0.1 | 14 | 8

Some of these compounds in order of SMILES length, low to high:
Molecule | GPR151 activ | FBW7 activator | MITF inh | TEAD-YAP block
COc1ccccc1Cn1c(=O)c2cccnc2n(CC(N)=O)c1=O | 1.0 | 0.5 | 2 | 3
O=C(CN1C(=O)c2ccccc2C1=O)NCC(=O)OCc1ccccc1Cl | 0.7 | -0.1 | -1 | 2
COc1ccccc1CNC(=O)C1CCCN1S(=O)(=O)c1cccc2nsnc12 (centres undefined) | 0.5 | 0.6 | 5 | -4
CCOc1ccc2nc(NC(=O)CCNS(=O)(=O)c3cccc4nonc34)sc2c1 | -0.3 | 0.0 | 6 | -25
COc1ccc(N2CCN(C(=O)Cn3c(=O)[nH]c4ccccc4c3=O)CC2)cc1 | -0.7 | 0.4 | 2 | 13

(more compounds)
Molecule | GPR151 activ | FBW7 activator | MITF inh | TEAD-YAP block
O=C1c2[nH]nc(-c3ccccc3O)c2C(c2ccc(Br)cc2)N1CCCO (centres undefined) | -1.1 | -0.3 | 7 | 11
COCCNc1c(-c2ccc(O)cc2)nc2ccc(Cl)cn12 | -0.3 | 0.0 | 6 | -6
CCCCOc1ccc(-c2ncc([N+](=O)[O-])cn2)cc1 | -1.0 | 0.1 | 7 | -29
CCCNc1cc(N2CCN(Cc3ccc4c(c3)OCO4)CC2)nc(N)n1 | -0.5 | -0.3 | 5 | -9
Cc1cccc([N+](=O)[O-])c1NC(=O)CSc1nnc(-c2ccc3c(c2)OCO3)o1 | -0.3 | 0.0 | 0 | -3
C=CCn1c(=O)c(C(=O)NCCNCC)c(O)c2ccccc21 | 0.4 | -0.2 | -6 | 7
COc1nc(NCCO)nc(-c2cccc(N)c2)n1 | 2.4 | 0.0 | -6 | 16
COc1ccc2cc(CCC(C)=O)ccc2c1 | -0.6&1.1&-0.2 | 0.1&0.1&0.3 | 11&-13&4 | -73
O=C(O)c1cc(S(=O)(=O)NC(Cc2c[nH]c3ccccc23)C(=O)O)ccc1Cl (centres undefined) | 2.3 | 0.0 | 6 | -3
Cc1cccc(OCCNCCNC(=S)S)c1 | 0.2 | 0.0 | 7 | 11
O=C1NC(=Nc2ccccc2Cl)S/C1=C/c1cc2c(cc1Br)OCO2 | 1.2 | -0.2 | -5 | -2
CCOc1cc(/C=N\NC(=O)COc2cccc3cccnc23)c(Br)cc1O | 4.6 | -0.1 | 1 | 23
COc1cc(CN(C)C2CCN(C)CC2)ccc1OCc1ccccc1 | 0.3 | 0.0 | 13 | 11
O=C(/C=C/c1ccco1)OCc1ccc(Br)cc1 | 3.0 | 0.1 | 11 | 7
COc1ccc(NC(=O)c2ccc3c(=O)n(-c4ccc(F)cc4)c(=S)[nH]c3c2)cc1Cl | 1.8 | 0.0 | -3 | -7
COCc1nnc(NC(=O)COc2ccc(C(C)(C)C)cc2)s1 | 0.2 | -0.1 | 2 | -7
CC1=C(C(=O)OCc2ccc3c(c2)OCO3)C(c2ccccc2)NC(=O)N1 (centres undefined) | 1.0 | 0.0 | 15 | 51*
COc1cccc(CN2CCc3nc4ncc(Cl)cc4cc3C2)c1 | -1.5 | -0.1 | -4 | -8
COc1cc(CC(=O)OCC(=O)C23CC4CC(CC(C4)C2)C3)cc(OC)c1OC | 1.6 | 0.0 | -3 | -1
COc1ccc(C(=O)c2oc3ccccc3c2NC(=O)COc2ccc(C)cc2)cc1 | -0.8 | 0.0 | 5 | 8
O=C1NCCN(Cc2ccccn2)C1CC(=O)N1CCSCC1 (centres undefined) | 2.6 | -0.2 | 12 | -7
O=C(c1cccc(N2CCCC2=O)c1)N1CC[C@H]2[C@H](CCC(=O)N2CC2CCCCC2)C1 | 1.1 | 0.3 | 7 | 10
CC(C)[C@@H]1NC(=O)[C@H]2CN(S(=O)(=O)c3cccc4ccccc34)CCN2C1=O | -0.1 | 0.0 | -23 | 0
CCSc1nnc2c(n1)OC(c1ccccc1OC)Nc1ccc(Br)cc1-2 (centres undefined) | -0.2 | 0.0 | 0 | 3
CCC(=O)N1c2ccccc2NC2=C(C(=O)CC(c3ccccc3)C2)C1c1ccc(C)cc1 (centres undefined) | -0.1 | -0.1 | 8 | 12
Cc1ccc(S(N)(=O)=O)cc1NC(=O)c1cc([N+](=O)[O-])ccc1Cl | -0.6 | 0.0 | 8 | 10
Cn1cc([N+](=O)[O-])c(C(=O)N/N=C/c2ccccc2)n1 | -0.2 | 0.8 | -7 | -6
O=C(CSc1ncnc2sc3c(c12)CCC3)NCCCN1CCCC1=O | 0.6 | 0.3 | 3 | -2
O=C(c1ccc(Br)cc1)N1CCN(c2ccccc2)CC1 | 0.1 | 0.1 | -6 | 9
O=C(NCC1(c2ccccc2)CCOCC1)c1ccccc1[N+](=O)[O-] | 0.9 | -0.1 | -7 | -6
Cc1cc(C)c2c(C(=O)N3CCC4(CC3)CC4C(=O)N3C[C@@H](C)O[C@@H](C)C3)cc(C)nc2c1 (some centres undefined) | 0.7 | 0.0 | 1 | 2
C=CCNC(=S)NCC1COc2ccccc2O1 (centres undefined) | -1.3 | -0.1 | 14 | 13
O=C(CSc1ncccn1)N1CCC(Cc2ccccc2)CC1 | 2.2 | 0.0 | -2 | 6
CCCOc1ccc(C(=O)NCC(C)(C)N2CCOCC2)cc1 | -0.8 | 0.2 | 0 | 0
CCC1CCCCN1CCN1C(=O)C2C(C(=O)Nc3cccc(SC)c3)C3C=CC2(O3)C1C(=O)NC1CCCCC1 (centres undefined) | 0.2 | 0.0 | 8 | 3
COc1ccc(C(=O)COC(=O)C(Cc2ccccc2)N2C(=O)c3ccccc3C2=O)cc1 (centres undefined) | 0.5 | 0.1 | 10 | -19
Cc1ccc(NS(=O)(=O)c2cc(F)ccc2CN2C(=O)c3cccnc3C2=O)nc1 | 2.7 | 0.1 | 13 | -1
Cc1ccc(-n2c(C)cn3c4c(=O)n(CCC(C)C)c(=O)n(C)c4nc23)cc1 | -1.0 | 0.7 | -10 | -2
Cc1cc(C)c(S(=O)(=O)N2CCN(c3cc(-n4ccnc4)ncn3)CC2)c(C)c1 | -0.8 | -0.3 | -6 | 1
CN1C(=O)CSC1=NC12CC3CC(CC(C3)C1)C2 | 0.6 | 0.8 | 11 | 2
Cc1cc(C)nc(SCCC(=O)Nc2ccc(F)cc2)n1 | 0.4 | 0.4 | 11 | 7
COc1ccc2cc(C)c3nn(CC(=O)N4CCOCC4)c(=O)n3c2c1 | 0.7 | 0.0 | -4 | -3
CCN1C(=O)c2cccc3c(S(=O)(=O)Nc4cccc(Cl)c4)ccc1c23 | 0.7 | 0.1 | -6 | 7
Cn1c(SC/C=C/c2ccccc2)nnc1-c1cnccn1 | -0.8 | 0.1 | 8 | 12
CCCN1Cc2cccc(C(N)=O)c2C1=O | -0.4 | 0.6 | 8 | 1
CC1CCN(C(=O)c2cc(Br)cc(Br)c2)CC1 | 0.8 | 0.7 | 2 | -14
O=C(NCc1ccccn1)c1cn(CCc2ccccc2)nn1 | 0.4 | -0.1 | -3 | -4
O=C(CN1CCC(N2CCCCC2)CC1)c1ccc2c(c1)OCCO2 | 2.7 | -0.1 | 58* | -6
N#Cc1c(C(F)(F)F)cc(-c2ccccc2)nc1Cl | -0.8 | 0.1 | -4 | 5
O=C1C=C(Nc2ccccc2)C(=O)N1Cc1ccccc1 | 2.2 | -0.1 | 1 | 1
COc1cccc2c(C)cc(N3CCCC3)nc12 | -0.6 | 0.3 | 14 | 1
CSc1nc2sc3c(c2c(=O)[nH]1)CCc1ccccc1-3 | 1.0 | -0.1 | 10 | -2
CC/C=C\C/C=C\C/C=C\C/C=C\C/C=C\C/C=C\CCC(=O)O[C@H](COCCCCCCCCCCCCCCCC)COP(=O)(O)OCC[N+](C)(C)C | -1.2 | . | -3 | .
